Bioassay records deposited in PubChem BioAssay by Fisher Drug Discovery Resource Center.
mcGAS lum – blocks mouse cGAS activity; Q8C6L5; recombinant cGAS, Kinase-Glo ATP depletion luminescence; inhibition, % at 12.5 µM; hit rate 0.15% among 160,000; AID 1259399;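 also: 0% = negative control wells and 100% = reference inhibitor with no enzyme activity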
hcGAS lum – inhibitors of human cGAS | Q8N884 | hit rate 0.081% among 290,000 | recombinant h-cGAS, ATP depletion, Kinase-Glo luminescence | inhibition, % at 12.5 µM;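 also: 0% = vehicle reaction and 100% = reaction without DNA for no activity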
Target sequence (Q8N884 whole entry, looked up): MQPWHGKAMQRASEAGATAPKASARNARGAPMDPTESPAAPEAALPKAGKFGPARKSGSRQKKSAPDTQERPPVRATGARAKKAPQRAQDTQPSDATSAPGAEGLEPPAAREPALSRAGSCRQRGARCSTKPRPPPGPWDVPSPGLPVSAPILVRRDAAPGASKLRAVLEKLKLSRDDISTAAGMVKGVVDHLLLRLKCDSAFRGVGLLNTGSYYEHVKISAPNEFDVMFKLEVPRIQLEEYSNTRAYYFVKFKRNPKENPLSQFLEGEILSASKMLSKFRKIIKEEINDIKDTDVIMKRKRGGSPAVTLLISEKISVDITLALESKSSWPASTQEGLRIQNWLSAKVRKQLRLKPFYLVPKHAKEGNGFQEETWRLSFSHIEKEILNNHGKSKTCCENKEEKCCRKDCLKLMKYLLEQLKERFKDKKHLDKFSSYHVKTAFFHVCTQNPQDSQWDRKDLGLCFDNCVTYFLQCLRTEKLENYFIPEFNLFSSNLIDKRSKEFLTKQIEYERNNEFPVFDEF
NPYLR7 agonist – activates Aedes aegypti NPYLR7 receptor | HEK293T NPYLR7/Galpha15, GCaMP6s calcium fluorescence | activation, % at 10 µM | hit rate 0.15% among 270,000; in the data active = activation above about 40%;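 also: 0% = vehicle and 100% = reference agonist at the receptor; some compounds past the cut are filed as inactive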
Active calls of the source: *; . = no result given; & = joins results of further samples. Rule as the data show it, unless noted: active = inhibition above about 40%; inactive = the rest.

Start of the listing, in advance (7 entries):
Fields: mcGAS lum, hcGAS lum, NPYLR7 agonist
CC(C#N)SC12CC3CC(CC(C3)C1)C2 (stereo not given)
  ., -11, 19
CC(c1cccc(O)c1)N(C)c1nc(C(F)F)nc2ccccc12 (stereo not given)
  -8, -1&-5, 5&1
CCOC(=O)C1=C(C)NC(SC)=NC1c1ccc(Br)cc1 (stereo not given)
  -5, -5, 0
Cc1cc(C(=O)N2CCOc3ccc(CN4CCC(OCc5ccccc5)CC4)cc3C2)nc(C)n1
  -10, -5, 13
CC12CC3CC(C)(C1)CC(NC(=O)c1ccc(N4CCCC4)c([N+](=O)[O-])c1)(C3)C2
  -4, -7, -4
Cn1c(=O)c(CN(Cc2ccsc2)Cc2ccco2)cc2ccccc21
  ., 5, 0
COc1cc(/C=N\Nc2nnc(C(C)(C)C)c(=O)[nH]2)cc(OC)c1OC
  ., -8, 3

The listing, from the first entry:
Fields: mcGAS lum, hcGAS lum, NPYLR7 agonist
CC(C#N)SC12CC3CC(CC(C3)C1)C2 (stereo not given)
  ., -11, 19
CC(c1cccc(O)c1)N(C)c1nc(C(F)F)nc2ccccc12 (stereo not given)
  -8, -1&-5, 5&1
CCOC(=O)C1=C(C)NC(SC)=NC1c1ccc(Br)cc1 (stereo not given)
  -5, -5, 0
Cc1cc(C(=O)N2CCOc3ccc(CN4CCC(OCc5ccccc5)CC4)cc3C2)nc(C)n1
  -10, -5, 13
CC12CC3CC(C)(C1)CC(NC(=O)c1ccc(N4CCCC4)c([N+](=O)[O-])c1)(C3)C2
  -4, -7, -4
Cn1c(=O)c(CN(Cc2ccsc2)Cc2ccco2)cc2ccccc21
  ., 5, 0
COc1cc(/C=N\Nc2nnc(C(C)(C)C)c(=O)[nH]2)cc(OC)c1OC
  ., -8, 3
Cn1ccnc1Sc1ncc(C(=O)Nc2ccncc2)cc1Cl
  ., -7, 8
Cc1nonc1CN(C)C(=O)c1csc2nc(-c3ccc(C(F)(F)F)cc3)cn12
  ., -7, 0
Cc1nc(-c2cccc(F)c2)nc(N2CCN(S(=O)(=O)c3ccc(F)cc3)CC2)c1Cc1ccccc1
  -9, -9, .
CCN(c1ccc(NC(=O)C2CCN(S(C)(=O)=O)CC2)cc1)C(C)C
  -2, 1, 5
COc1ccccc1C(NC(=O)C1CCN(CCOc2ccc(Cl)cc2Cl)CC1)c1ccccn1 (stereo not given)
  -4, -6, 9
COc1cc(C)ccc1Oc1cnn(C)c(=O)c1Nc1cccc(C(=O)NC2CC2)c1
  -4, -3, 6
CC1=C(C(=O)N2CCc3c(c(C(=O)NCc4nccs4)nn3Cc3ccccc3)C2)OCCO1
  -6, -9, 17
CCOC(=O)c1cccc(NC(=O)O[C@@H]2CC[C@]3(C)C(CC[C@@H](O)[C@H]3CC(=O)N3CC[C@@H](O)C3)[C@]2(C)CO)c1 (stereo not given in full)
  -8, -7, -11
COCCN(Cc1nc(C(=O)OC)cs1)C(=O)Nc1ccc(OC)cc1
  -6, -9, -2
Cc1cc(CSc2ncnc3sccc23)no1
  ., -7, 2
CC(C)[C@@H]1CN(Cc2cn[nH]c2C2CCCCC2)C[C@H]1NS(C)(=O)=O
  -4, -3, .
CC(=O)Nc1ccc(NC(=O)c2c(C)cc(=O)oc2C)cc1
  ., -10, 5
CC1C(=O)N(c2ccccc2-c2ccccc2)CCN1S(=O)(=O)c1ccc(F)cc1 (stereo not given)
  -6, -2, -5
CN1CC2(CCN(C(=O)CNS(=O)(=O)c3cccs3)C2)OC1=O (stereo not given)
  ., 1, -1
CCCCN(Cc1cccn1Cc1ccc(Br)cc1)C(=O)CN(CCC)C(=O)NCc1ccccc1
  -6, -8, -4
COc1ccc(S(=O)(=O)N2CCN(c3ncccn3)CC2)cc1
  -5, -7, 6
Cc1ccccc1C1=NOC(C(=O)N2CCCC2)C1 (stereo not given)
  -2, 0, -3
Cc1ccc(C(=O)N(CC(=O)Nc2nc(CC(=O)N3CCC4(CC3)OCCO4)cs2)C(C)C)cc1
  0, -3, -5
CN(CC1CCCN(CCc2ccc(Cl)cc2)C1)C(=O)C1CCCCC1 (stereo not given)
  -6, -6&-3, 1&0
CCCCCCCn1c(CN2CCN(C(=O)c3ccco3)CC2)nc2c1c(=O)n(C)c(=O)n2C
  -9, -6, 1
CN(C)c1ccc(/C=N\NC(=O)CSc2nc3ccccc3s2)cc1
  -1, -1, -4
COc1ccccc1N1CCN(c2ccc(NC(=O)Nc3ccccc3F)cc2C(=O)NCCc2ccccc2)CC1
  -5, -2, 16
CC(C)N1CCN(c2nc3nonc3nc2NCc2ccccc2)CC1
  ., -7, 4
C=CCn1c2[n+](c3ccccc3c1=O)CCCCC2
  ., -2, 9
Cc1c(C(=O)NCc2ccc(F)cc2)sc2nc3n(c(=O)c12)CCC3
  ., -5, 0
CCOC(=O)NC(C(=O)N1CCc2ccccc2C1)C(C)C (stereo not given)
  ., -11, 2
O=C(CN1C(=O)c2ccc([N+](=O)[O-])cc2C1=O)N1CCOCC1
  -5, 1, -9
c1cncc(CN(Cc2ccnc3ccccc23)CC2CCN(C3CCCC3)CC2)c1
  -10, -8, 4
COc1cc(NC(=O)N2CCN(c3c(Cc4ccccc4)c(C)nc4ncnn34)CC2)cc(OC)c1OC
  -6, -5, .
CCC(c1nc2ccccc2c(=O)n1CC)N(CCc1ccc(Cl)cc1Cl)C(=O)c1ccc(F)cc1 (stereo not given)
  -4, -1, 18
CCCOc1cccn2c(N(C)C(=O)C(CC)CC)c(C)nc12
  -1, -4, 6
COc1ccccc1NC(=O)N1CCN(c2nc(-c3ccc(C)cc3)nc(C)c2C)CC1
  -5, -5, 21
Fc1cccc(C2(CNC3CCSC3)CCOCC2)c1 (stereo not given)
  -10, -1, .
O=C(CCc1csc(NC(=O)c2ccc[nH]c2=O)n1)NC1CCCCCC1
  -12, -6, -10
Cc1ccc(F)c(S(=O)(=O)NC(=O)C2(C)CCN2C(=O)CC(c2ccccc2)c2ccccc2)c1 (stereo not given)
  ., 8, 5
O=C(NC1CCCCC1)OCC(F)(F)F
  ., -3, 21
O=C1N=c2ccccc2=C1N=Nc1c(O)[nH]c2c(Cl)cc(Cl)cc12
  -2, 6, 1
Cc1ccc(-n2nnc(C(=O)OCc3cccc(F)c3)c2C)cc1F
  -10, -6, -1
C=CCNC(=O)Nc1cn(CC)c2ccccc12
  -7, -3, -3
Cc1cn2c3c(=O)n(CCC(C)C)c(=O)n(C)c3nc2n1C1CCCCC1
  -9, -7, -1
COCCN1CC2(CCC1=O)CCN(CCn1cc(Cl)cn1)CC2
  -7, -11, .
COCC(=O)NC(Cc1ccccc1)C(=O)Nc1nnc(-c2cccc(Br)c2)s1 (stereo not given)
  -4, -8, 20
CCOc1ccc(-c2ccc(=O)n(CCNS(=O)(=O)Cc3ccccc3)n2)cc1
  -9, -4, 13
NC(=O)c1nc(CN2CCOC(C(F)(F)F)C2)no1 (stereo not given)
  ., 2, 3
Cc1cc(C(=O)N2CCC(C)CC2)ccc1NCC(=O)NCC(F)(F)F
  -14, -7, -1
COc1ccc(C(C2Sc3nc(C)nn3C2=O)N2CC(C)CC(C)C2)cc1OC (stereo not given)
  ., -7, -6
CC1CN(c2cc(Oc3ccccc3Cl)ncn2)CCN1C(=O)C1CCCCC1 (stereo not given)
  -4, -2, 4
CCOC(=O)C1=C(O)/C(=C\c2ccc(OC)c(OC)c2OC)SC1=Nc1ccc(OCC)cc1
  -2, 0, -5
NS(=O)(=O)c1ccc(S(=O)(=O)NCCc2c[nH]c3ccccc23)cc1
  ., 2, 4
N#Cc1ccccc1Cn1c(=O)n(Cc2ccccc2)c(=O)c2c3c(sc21)CCC3
  ., 1, -3
Cc1ncc(C(=O)N2CCOc3c(O)cc(-c4cccc(Cl)c4)cc3C2)s1
  -14, 0, .
COc1ccccc1-n1ccnc(SCC(=O)c2ccccc2)c1=O
  1, 5, 5
COc1ccc(C2SCC(=O)N2c2c(C)n(C)n(-c3ccccc3)c2=O)c(OC)c1 (stereo not given)
  -9, 0, -4

Carrying on.
Fields: mcGAS lum, hcGAS lum, NPYLR7 agonist
O=C(CCc1ccccc1)N1CCN(C(C(=O)N2CCOCC2)C2CCCC2)CC1 (stereo not given)
  ., -5, -4
COC(=O)C(NS(=O)(=O)c1ccc(C)c(C(N)=O)c1)C(C)(C)C (stereo not given)
  -12, -3, 0
Cc1nn(C2CCS(=O)(=O)C2)c2nc(-c3ccccc3)cc(C(=O)N3CCC(C(N)=O)CC3)c12 (stereo not given)
  -9, -5, 2
CCC1CN(C(=O)Nc2ccc(Br)cc2Cl)CCO1 (stereo not given)
  ., -6, 4
CCOCCn1c(N2CCN(Cc3ccc(Cl)c(Cl)c3)CC2)nc2c1c(=O)[nH]c(=O)n2C
  -8, -9, 6
Cc1ccc(S(=O)(=O)N=C(Nc2ccc(Cl)cc2)Nc2nc(C)cc(C)n2)cc1
  ., -1, -5
CCCNc1nc(SC)nc2c1cnn2CCNC(=O)Cc1ccc(F)cc1
  -5, -3, .
Cc1ccsc1CCn1cnc(-c2ccccc2)c1-c1nccn1C
  -9, -5, 3
Cc1cnccc1CN(C)C(=O)Cn1c(C2CC2)nc2ccccc21
  ., -4, 4
CCCCN(CC(=O)N1CCc2sccc2C1c1ccc(F)cc1)C(=O)c1ccco1 (stereo not given)
  -2, -2, -1
COc1ccc2c(c1)CCc1c-2noc1-c1ccc(NC(=O)c2ccc(OC)c(C(F)(F)F)c2)cc1
  -6, -4, 5
CC(C)c1ccc(-n2cc(CN3CCC(CN)C3)cn2)cc1 (stereo not given)
  ., 5, 0
Cc1cc(C2CCCN(C(=O)C(C)c3c(C)nn(C)c3C)C2)n[nH]1 (stereo not given)
  -4, 3, 6
NS(=O)(=O)c1ccc(NN=Cc2c(F)c(F)c(F)c(F)c2F)c([N+](=O)[O-])c1
  -9, -6, 5
CNC(=O)C1=C(C)C(C)(C)OC1=O
  ., -5, -11
CC(Cn1cncn1)NCCN1CCc2ccccc2C1 (stereo not given)
  ., -7, 2
CN(C)c1ccc(CC(=O)N[C@@H]2Cc3ccccc3CN(CC(=O)NCc3ccco3)C2=O)cc1
  ., -7, -1
COc1cc(OC)c(C(=O)N2CCCN(C)C3(CCN(C)CC3)C2)cc1OC
  -11, -3, 8
CCOC(=O)c1ccccc1NC(=O)Cn1cnc2c(nnn2-c2ccc(F)cc2)c1=O
  ., -2, 10
O=C(Cc1ccc(Cl)cc1)Oc1ccc(Cl)cc1
  ., -4, 3
NS(=O)(=O)CCNC(=O)c1cc(-c2ccccc2)ccc1Cl
  -15, -17, 3
CN(CC1Cc2ccccc2O1)C(=O)CCC1(Cc2ccc(Cl)cc2)CCC(=O)N1 (stereo not given)
  0, 2, -2
Cc1ccc(S(=O)(=O)NCC(c2cccn2C)N(C)C)c(C)c1 (stereo not given)
  ., 2, 19
COc1cccc(-c2n[nH]c3ccnc(-c4ccccc4OC)c23)c1
  -6, -2, 1
CCOc1ccc(OCCCOc2cc(C)ccc2Cl)cc1
  -2, 5, -3
CCc1ccccc1NS(=O)(=O)/C=C/c1ccc(Cl)cc1
  ., 3, 5
CC(C)CCN(CC(=O)N(Cc1cccn1Cc1ccccc1)C1CCCCC1)C(=O)N(C)C
  -4, -1, -6
O=C(c1ccccc1F)N1CCC2(CC1)SCCN2C(=O)C1CCCC1
  -6, -9, -5
CCN(CC)C(=O)CCn1cnc2scc(-c3ccc(C)cc3)c2c1=O
  ., -7, 0
COc1cccc(-c2c(NC(=O)C(C)C)n(C)c3ccccc3c2=O)c1
  ., -2, 6
COc1ccccc1C(=O)N1CCN(C(C(=O)Nc2cccc(Cl)c2)C2CCCC2)CC1 (stereo not given)
  -4, -3, -3
CC(=O)Nc1ccc(CC(=O)N(C)C2CCC(CO)CC2)cc1 (stereo not given)
  2, 4, 6
Cc1cccc(CO[C@]2(C(=O)NN3CCOCC3)CC(OCc3ccc(C#N)cc3)[C@@H]3OC(C)(C)O[C@@H]3C2)c1 (stereo not given in full)
  -3, -4, 1
COc1ccccc1-n1cc(C(=O)NCc2snnc2C)cn1
  ., -1, 7
COc1ccc(CN2CCCn3cccc3C2c2cc(F)ccc2F)cc1O (stereo not given)
  -5, -14, 20
COCCN(Cc1c(-c2ccccc2)noc1N(C)C1CCCCC1)C(=O)c1cccs1
  -8, -4, .
CC(=O)Oc1ccc2c(=O)c(Oc3ccccc3[N+](=O)[O-])coc2c1
  -3, 1, -8
Cc1ccc(-n2c3c(c(O)c(-c4ccccc4)c2=O)C(=O)CC(C)(C)C3)cc1
  ., -3, 3
Cc1cc(C(=O)N(CCCN2CCOCC2)c2nc3c(F)cc(F)cc3s2)nn1C
  -8, -8, 0
CCCN(Cc1nccn1C)C(=O)C1CC2(CCN(C)CC2)CN1CCC (stereo not given)
  -3, -11, .
CCN1C(=S)SC(=O)C1=C1C=C(C)N(CCOC)C(C)=C1
  -6, -7, 10
Cc1ccc2nc3sc(NCc4ccco4)nn3c(=O)c2c1
  -2, -5, 0
COc1ccccc1-c1cccc(-c2cccc(NC(=O)COC(C)=O)c2)n1
  -7, -7, -8
COCCN1CCN(Cc2nc(CCc3ccccc3)no2)CC1
  ., -5, 5
